From PubChem BioAssay
PMI inhibition: MPI inhibition at elevated mannose 6-phosphate – biochemical, fluorescence intensity, high mannose 6-phosphate, primary screen (AID 1220); 0.66% of 190,000 active; one-dose inhibition, % at 20 µM; IC50 in µM for titrated hits; recombinant PMI enzyme, coupled fluorescence intensity; higher % means a stronger effect
Yfh1-depleted yeast: mitochondrial function rescue without frataxin homolog – Friedreich's ataxia, plus single-dose screen, dose response (AID 1465). 0.074% of 220,000 active. S. cerevisiae Yfh1-off respiration, WST-1 reduction, 72 h; higher fold induction means a stronger effect. one-dose fold induction at 50 µM; EC50 in µM for titrated hits;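 active = fold induction of absorbance versus untreated yeast above a set limit, then at least 30% activation at any dose in follow-up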;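 also: activators that raise dye reduction in frataxin-depleted yeast; strong numbers were not always called active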
MT stabilize HCS: microtubule stabilization, imaging screen; HeLa tubulin immunostaining HCS, 24 h; share of cells brighter than vehicle mean+2SD; % tubulin-high responders, % at 10 µM; 0.83% of 200,000 active; AID 2205;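 active = plate Z-score above 3 for both tubulin-high and condensed-nucleus cell shares, with cell loss under 80%, at 10 µM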;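 also: anti alpha tubulin signal scored within the nucleus-defined area of each cell; some results filed as inactive read as strong as hits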
Insulin prom up: MIN6 insulin promoter up-regulation | z-score at 5 µM | 0.3% of 190,000 active | MIN6 insulin promoter-GFP reporter, high-content imaging; stronger effect = higher value;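 active = z-score above 3 at 5 µM with at least 500 cells counted in the well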
Dynein cargo inh: dynein cargo transport inhibition; z-score, hits read low; AID 1381; 0.47% of 220,000 active; 3617.4 mouse cells, GR-EGFP nuclear translocation imaging; test concentration mostly 20 µM; stimulated with dexamethasone, 1 µM; stronger effect = lower value;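 active = plate z-score of nuclear minus cytoplasmic receptor signal below a set negative limit, without overly bright fluorescence or cell loss, cut at about -3.5 in these data, passing the limit was not always enough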;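 also: z-score of nuclear minus cytoplasmic ring GR-EGFP intensity difference per well; some compounds called inactive have numbers as strong as hits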
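Buffer or medium: tet-free medium with charcoal-stripped serum / Also added: dexamethasone agonist, 1.0 µM final, for 30 min / Timing: induction 48 h, compound 1 h, agonist 30 min / Measured by: high-content fluorescence imaging after fixation / Read-out: nuclear-to-cytoplasmic GR-EGFP distribution per well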
WT yeast gro inh: growth inhibition of WT yeast, mitochondrial fusion screen. mitochondrial fusion phenotypic screen, WT strain. inhibition, % at 10 µM. 2.1% of 190,000 active. AID 1362; in the data active = inhibition above about 58%; tested in S. cerevisiae
PMI inhibitors: MPI enzyme activity inhibition – biochemical, fluorescence intensity, coupled assay, primary screen (AID 1209); purified PMI enzyme, coupled fluorescence intensity; higher % means a stronger effect; inhibition, % at 20 µM, or IC50 in µM where a hit was titrated; 0.42% of 190,000 active;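 also: plate controls were DMSO vehicle for no effect and wells lacking substrate for full effect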
Autophagy mod: alters autophagy in cells. MEF GFP-LC3 puncta imaging; test concentration mostly 10 µM. AID 463193. calls only at 10 µM (by protocol). 0.98% of 190,000 active;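 active = percentage of spot-positive cells more than 3 SD above its plate mean, without a fluorescence outlier flag or 80% toxicity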;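 also: spot-positive cell cutoff set from DMSO-treated cells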
b-catenin transl: alters nuclear translocation of beta-catenin in HeLa cells; 0.3% of 190,000 active; nuclear translocation activity, % at 5 µM; immunofluorescence imaging;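 active = nuclear translocation activity above 50% at 5 µM, with a well cell count of 50 or more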;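 also: per-cell ratio of nuclear to cytoplasmic median beta-catenin stain intensity; plate controls were DMSO negative control for no effect and GSK-3 inhibitor IX positive control for full effect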
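System: Human HeLa cells, endogenous beta-catenin | Compound dosing: 5 µM primary, 0.02–20 µM confirmation | Timing: 24 h compound exposure at 37°C, 5% CO2 | Measured by: Fluorescence imaging of beta-catenin antibody stain plus DAPI | Read-out basis: % activation of per-cell nuclear versus cytoplasmic median beta-catenin signal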
WT yeast gro inh mutant strain: also measured in WT yeast gro inh; calls as there; inhibition, %; mitochondrial fusion phenotypic screen, mutant strain inhibition
Dynein cargo inh cytoplasmic EGFP: recorded beside Dynein cargo inh, whose call it bears; z-score; measured here: cytoplasmic GR-EGFP intensity; stronger effect = higher value
Dynein cargo inh nuclear GR-EGFP: also measured in Dynein cargo inh; calls as there; z-score; measured here: nuclear GR-EGFP intensity;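 lower value marks the stronger effect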
Dynein cargo inh cell count: further read-out of Dynein cargo inh, marked with its call; z-score; measured here: cell count per field
Insulin prom up cell count: recorded beside Insulin prom up, whose call it bears; cell count; measured here: cytotoxicity, nuclei count;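 total cells summed across four imaged fields per well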
b-catenin transl cell count 5 µM: also measured in b-catenin transl; calls as there; cell count; measured here: cell count, cytotoxicity flag
MT stabilize HCS Hoechst-high %: further read-out of MT stabilize HCS, marked with its call; % Hoechst-high responders; measured here: nuclear condensation Hoechst responders;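 share of cells brighter than vehicle mean plus two SD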
MT stabilize HCS cytotoxicity %: second read-out of MT stabilize HCS, no call of its own (marks repeat the call); toxicity, %; measured here: cytotoxicity by cell density;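 0% = mean cell density of plate MIN control wells and 100% = no cells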
Autophagy mod cell loss 18 h: also measured in Autophagy mod; calls as there; toxicity, %; measured here: cell loss, nuclei count;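 cell loss after 18 h compound exposure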
Starred values were filed as active, the others as inactive; i = inactive; · = no result given; + = active, no number. Rule as the data show it, unless noted: active = inhibition above about 50%; inactive = the rest.

molecule | PMI inhibition | Yfh1-depleted yeast | MT stabilize HCS | MT stabilize HCS Hoechst-high % | MT stabilize HCS cytotoxicity % | Insulin prom up | Insulin prom up cell count | Dynein cargo inh | Dynein cargo inh cytoplasmic EGFP | Dynein cargo inh nuclear GR-EGFP | Dynein cargo inh cell count | WT yeast gro inh | WT yeast gro inh mutant strain | PMI inhibitors | Autophagy mod | Autophagy mod cell loss 18 h | b-catenin transl | b-catenin transl cell count 5 µM
CC(=O)Nc1ccccc1C(=O)C(=O)Nc1ccc(C(=O)NCC2CCCO2)cc1 (stereo unspecified) | -5% | i | 4.0 | 2.0 | 5.6 | 0.63 | 1198 | -0.27 | 0.67 | 0.15 | 0.59 | 11 | 5 | -4% | i | 28 | 2.6 | 1033
Cn1c(SCC(=O)Nc2ccccc2[N+](=O)[O-])nnc1C(F)(F)F | -8% | i | 1.7 | 2.6 | 7.7 | -0.57 | 1259 | -0.88 | -0.22 | -0.62 | 0.95 | 0 | 0 | -7% | i | -10 | -0.4 | 1117
O=S(=O)(c1ccc(-c2ccon2)s1)N1CCCC1 | · | i | · | · | · | -1 | 1375 | -0.85 | -0.23 | -0.52 | 1.1 | · | · | · | · | · | 0.1 | 1348
COc1ccc(-c2cc(-c3ccccc3)c(C#N)c(S(C)=O)n2)cc1 (stereo unspecified) | 0% | i | 2.8 | 2.6 | 13 | -3.5 | 683 | -1.6 | -0.33 | -0.95 | 1.1 | 3 | -6 | 5% | + | 7.0* | · | ·
Cc1ccc(COC(=O)c2nn(-c3ccccc3)nc2N)cc1 | 4% | i | 3.3 | 0.9 | 5.6 | -0.3 | 1146 | 0.22 | -0.23 | -0.045 | 0.86 | 29 | -3 | 7% | i | 6 | 1.3 | 1070
Cc1ccc(NC(=O)CN(C)S(=O)(=O)c2cccc3nsnc23)cc1Cl | 7% | i | 6.0 | 2.2 | 11 | -0.18 | 1814 | 1.7 | -0.12 | 0.74 | -2.1 | 7 | -13 | 13% | i | -6 | 0.0 | 1062
Cc1ncc([N+](=O)[O-])n1CCOC(=O)c1ccc(Cl)cc1Cl | 1% | i | 2.0 | 2.2 | 6.9 | -0.21 | 1438 | -0.71 | -0.19 | 0.13 | -0.2 | 22 | 31 | -2% | i | -26 | 3.1 | 1334
O=C(CCc1ccccc1)NNC(=O)c1ccc(F)cc1 | · | i | 2.1 | 1.6 | 4.4 | 0.24 | 1635 | -0.062 | -0.26 | -0.0061 | -0.3 | 5 | 9 | · | i | 5 | -0.1 | 1576
CCn1cc(C(=O)Nc2cccc(NC(C)=O)c2)c2cc(OC)c(OC)cc2c1=O | 10% | · | 1.7 | 3.6 | 8.6 | 0.44 | 1344 | -0.97 | 1.4 | -0.21 | 0.86 | -14 | -15 | 11% | i | 10 | 2.0 | 1499
N#CCCn1nc(-c2ccc(Cl)cc2)cc1Nc1ccccc1NC(=O)C(F)(F)F | -2% | i | 2.6 | 2.8 | 8.1 | 0.26 | 1535 | -0.51 | -0.26 | -0.57 | 0.81 | 31 | -11 | 8% | i | 7 | 2.3 | 1093
COc1ccc(C(=O)/C=C/c2ccccc2OC)c(OC(=O)c2ccc([N+](=O)[O-])cc2)c1 | · | i | 5.1 | 3.3 | 0.2 | · | · | 0.091 | -0.1 | 0.6 | -0.22 | · | · | · | i | 8 | · | ·
C=CCn1c(SCC(=O)NCc2ccco2)nc2sc3c(c2c1=O)CCCC3 | -3% | i | 3.5 | 1.4 | 3.6 | -0.8 | 831 | -0.78 | 0.31 | -0.13 | 0.9 | 7 | 0 | -6% | i | -6 | · | ·
NC(CO)C12CC3CC(CC(C3)C1)C2 (stereo unspecified) | · | i | · | · | · | 0.24 | 1087 | 0.77 | -0.22 | 0.84 | -0.2 | · | · | · | · | · | -1.1 | 1293
CC1(C)NC(=O)N(CC(O)COc2ccc(N3C(=O)c4ccccc4C3=O)cc2)C1=O (stereo unspecified) | 53%* | i | 3.3 | 1.5 | 5.1 | -0.61 | 1553 | 0.058 | -0.25 | 0.21 | 0.79 | 3 | 4 | 16% | i | -4 | -1.6 | 1436
O=C(O)C1C2C=CC3(CN(c4cccc(C(F)(F)F)c4)C(=O)C13)O2 (stereo unspecified) | -8% | i | 6.4 | 2.3 | 16 | 0.42 | 1261 | -0.53 | -0.072 | -0.1 | 0.67 | -32 | 0 | -10% | i | 13 | 0.2 | 1237
Cc1[nH]nc2ncc(C(=O)c3cc(F)ccc3O)cc12 | -5% | i | 2.0 | 0.8 | 8.0 | · | · | -0.12 | -0.065 | -0.056 | 0.42 | -3 | 7 | -8% | i | 8 | · | ·
O=C(O)CNC(=O)c1ccc(Sc2ccccc2)c([N+](=O)[O-])c1 | -4% | i | 2.2 | 2.1 | 8.1 | 0.42 | 1301 | 0.041 | -0.35 | 0.17 | 0.2 | -8 | 29 | -11% | i | 3 | -0.8 | 1127
CN(C)S(=O)(=O)Nc1ccccn1 | · | i | · | · | · | 0.53 | 929 | 2.7 | -0.57 | 1.7 | -1.9 | · | · | · | · | · | 1.0 | 1338
Clc1ccc(OCc2nnc3n2CCCCC3)c(Cl)c1 | · | i | · | · | · | 1.6 | 906 | 2.3 | -0.13 | 0.98 | -1.9 | · | · | · | · | · | -0.7 | 1363
O=C(CCSCc1ccccc1F)NCc1cccnc1 | -14% | i | 1.3 | 1.7 | 11 | -0.46 | 1278 | -0.86 | -0.28 | -0.5 | 0.56 | 3 | 5 | -15% | i | 16 | -1.2 | 1103
Cc1nn(CC(=O)NNC(=S)Nc2ccccc2)c(C)c1[N+](=O)[O-] | 4% | i | 3.2 | 1.5 | 5.5 | 0.02 | 1850 | 0.0026 | -0.2 | -0.16 | -0.81 | 6 | 12 | 0% | i | -27 | 0.7 | 1115
CC(NC(=O)C1CCN(c2nnc(-n3cccc3)s2)CC1)C12CC3CC(CC(C3)C1)C2 (stereo unspecified) | 12% | i | 2.2 | 2.3 | 12 | -0.44 | 1475 | -0.84 | -0.1 | -0.27 | 0.4 | -13 | -11 | 6% | i | 18 | -3.7 | 1004
N=c1c(C(=O)NCc2ccco2)cc2c(=O)n3ccccc3nc2n1Cc1ccc(Cl)cc1 | 12% | i | 4.2 | 1.8 | 0.9 | 0.93 | 1578 | -2 | 2 | -0.43 | 3.4 | 74* | 8.1* | -7% | i | 20 | -0.1 | 1254
COc1ccccc1CN(CC(=O)NCc1ccc2c(c1)OCO2)C(=O)c1ccc2c(c1)OCCO2 | 22% | i | 3.5 | 2.7 | 3.4 | -0.57 | 1022 | 1.7 | -0.28 | 0.68 | -0.28 | -9 | -19 | 16% | i | -3 | -2.3 | 1094
CCOc1ccc(NS(=O)(=O)c2ccc(SC)cc2)cc1 | 6% | i | 3.4 | 2.3 | 4.4 | · | · | -0.049 | -0.2 | -0.21 | 1.1 | -2 | -3 | 12% | i | -2 | -3.1 | 494

Part of the list above in a different format:
Order of results: PMI inhibition, Yfh1-depleted yeast, MT stabilize HCS, MT stabilize HCS Hoechst-high %, MT stabilize HCS cytotoxicity %, Insulin prom up, Insulin prom up cell count, Dynein cargo inh, Dynein cargo inh cytoplasmic EGFP, Dynein cargo inh nuclear GR-EGFP, Dynein cargo inh cell count, WT yeast gro inh, WT yeast gro inh mutant strain, PMI inhibitors, Autophagy mod, Autophagy mod cell loss 18 h, b-catenin transl, b-catenin transl cell count 5 µM
> Cc1ncc([N+](=O)[O-])n1CCOC(=O)c1ccc(Cl)cc1Cl
→ 1%, i, 2.0, 2.2, 6.9, -0.21, 1438, -0.71, -0.19, 0.13, -0.2, 22, 31, -2%, i, -26, 3.1, 1334
> O=C(CCc1ccccc1)NNC(=O)c1ccc(F)cc1
→ ·, i, 2.1, 1.6, 4.4, 0.24, 1635, -0.062, -0.26, -0.0061, -0.3, 5, 9, ·, i, 5, -0.1, 1576
> CCn1cc(C(=O)Nc2cccc(NC(C)=O)c2)c2cc(OC)c(OC)cc2c1=O
→ 10%, ·, 1.7, 3.6, 8.6, 0.44, 1344, -0.97, 1.4, -0.21, 0.86, -14, -15, 11%, i, 10, 2.0, 1499

Other structures:
molecule | PMI inhibition | Yfh1-depleted yeast | MT stabilize HCS | MT stabilize HCS Hoechst-high % | MT stabilize HCS cytotoxicity % | Insulin prom up | Insulin prom up cell count | Dynein cargo inh | Dynein cargo inh cytoplasmic EGFP | Dynein cargo inh nuclear GR-EGFP | Dynein cargo inh cell count | WT yeast gro inh | WT yeast gro inh mutant strain | PMI inhibitors | Autophagy mod | Autophagy mod cell loss 18 h | b-catenin transl | b-catenin transl cell count 5 µM
COc1ccc(OC)c(NS(=O)(=O)c2cc(OC)ccc2OC)c1 | 3% | i | 3.1 | 1.7 | 46 | 0.33 | 1304 | 0.56 | -0.27 | 0.54 | 0.6 | -1 | 11 | 8% | i | 5 | 0.0 | 1014
COc1ccc(N2CCN(CCNC(=O)Nc3ccc(Cl)cc3)CC2)cc1 | -9% | i | 1.2 | 2.1 | 10.0 | -0.52 | 783 | 0.13 | 0.5 | 0.23 | -0.19 | 5 | 4 | -3% | i | -10 | · | ·
CC(C)C(=O)NC(CC(=O)O)c1ccccc1 (stereo unspecified) | · | i | · | · | · | 0.3 | 961 | 0.75 | 0.062 | 0.32 | -0.17 | · | · | · | · | · | 1.4 | 1302
Cc1nn(CCC#N)c(C)c1Oc1ccccc1O | · | i | · | · | · | -1 | 1080 | 0.22 | -0.7 | 0.32 | -0.65 | · | · | · | · | · | -1.1 | 1269
CN1C(=O)S/C(=C\c2ccc(-n3cncn3)cc2)C1=O | 7% | i | 2.6 | 2.4 | 6.5 | -0.56 | 615 | -1 | -0.15 | -0.38 | 0.7 | -2 | -2 | 10% | i | 0 | -1.7 | 1164
O=C(NC1(C(F)(F)F)OCCO1)c1ccc(F)cc1 | 14% | i | 2.0 | 1.8 | 8.7 | 0.08 | 1375 | -1.2 | -0.14 | -0.96 | 1 | -5 | -6 | 9% | i | 17 | -0.5 | 1428
